CAL PDZ inh: blocks peptide binding to human CAL PDZ domain | inhibition, % at 20 µM | 330,000 compounds, 0.02% hits | purified CAL PDZ, TMR-peptide fluorescence polarization, 1 h;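 active = highest replicate inhibition of at least 40%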;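 also: plate controls were DMSO neutral control wells for no effect and unlabeled competitor peptide control wells for full effect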
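Test system: purified CerCALP PDZ construct; Compound dosing: one concentration, 20 µM compound; Also added: TMR-labelled reporter peptide T*-PRC34 bound in PDZ groove; Read-out: inhibition from polarization loss; Controls: unlabelled peptide and DMSO controls; Signal: FP readout, S and P plane fluorescence; Incubation: 1 h at RT.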
Rtt109 Vps75: C. albicans Rtt109 histone acetyltransferase inhibition; inhibition, % at 34.9 µM; 330,000 compounds, 0.16% hits; purified Rtt109/Vps75, ThioGlo CoA-SH fluorescence, 4 h; Q5AAJ8;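 active = inhibition of at least 50% in every replicate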
Target sequence (Q5AAJ8 whole entry, looked up): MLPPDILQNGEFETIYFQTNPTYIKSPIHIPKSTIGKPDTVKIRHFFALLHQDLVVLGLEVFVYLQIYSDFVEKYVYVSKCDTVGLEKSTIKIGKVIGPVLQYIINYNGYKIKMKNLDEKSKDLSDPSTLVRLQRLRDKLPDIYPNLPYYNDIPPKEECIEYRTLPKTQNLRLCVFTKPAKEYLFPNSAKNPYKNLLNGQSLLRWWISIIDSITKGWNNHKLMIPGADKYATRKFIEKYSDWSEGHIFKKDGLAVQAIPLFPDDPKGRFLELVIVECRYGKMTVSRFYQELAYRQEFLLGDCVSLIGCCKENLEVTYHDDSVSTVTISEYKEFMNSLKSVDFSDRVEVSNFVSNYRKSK
PvdQ inh: blocks Pseudomonas aeruginosa PvdQ acylase activity; purified PvdQ acylase, fluorescence plate reader; 340,000 compounds, 0.063% hits; inhibition, % at 10 µM; in the data active = inhibition above about 30%, passing the limit was not always enough;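 also: 0% = vehicle neutral wells and 100% = reference inhibitor wells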
phage Ecoli inh: E. coli growth loss with phage present. growth absorbance. inhibition, % at 11.9 µM. AID 651602. 360,000 compounds, 0.26% hits; in the data active = inhibition above about 11%
Wnt act: Wnt/beta-catenin pathway activation; Wnt/beta-catenin reporter cell assay, activator, plate reader; activation, % at 9.35 µM; 300,000 compounds, 1.2% hits; AID 743398; in the data active = activation above about 30%, passing the limit was not always enough;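 also: 0% = neutral control wells and 100% = positive control wells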
E coli growth: bacterial growth inhibition, counter-screen for AddAB inhibitors; 330,000 compounds, 0.27% hits; E. coli V3065 growth, OD600 absorbance, 18 h; inhibition, % at 11.9 µM;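 active = inhibition above the campaign's mean inhibition across all tested compounds plus 3 SD, cut at about 9.9% in these data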;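 also: uninfected addAB+ strain grown without phage in ampicillin broth; 0% = DMSO wells and 100% = ciprofloxacin 0.95 µg/ml wells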
PfHsp90 set2: inhibits growth of yeast expressing Plasmodium falciparum Hsp90. AID 504621. S. cerevisiae expressing PfHsp90, BacTiter-Glo ATP, 48 h; yeast lacking PDR1 and PDR3 efflux regulators. 310,000 compounds, 0.32% hits. inhibition, % at 9.4 µM;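 active = every replicate shows inhibition above about 80%, whatever the replicate mean, limit read from the data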;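 also: 0% = DMSO neutral controls and 100% = 20 µM radicicol positive controls; yeast relying on Plasmodium falciparum Hsp90 in place of its own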
DAGLB inhibitor: blocks human DAGLB lipase activity | Q8NCG7 | HEK293T DAGLB membrane lysate, EnzChek fluorogenic substrate | 340,000 compounds, 0.059% hits | inhibition, % at 5.17 µM; in the data active = inhibition above about 34%;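 also: 0% = enzyme with vehicle and 100% = wells lacking enzyme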
Target sequence (Q8NCG7 whole entry, looked up): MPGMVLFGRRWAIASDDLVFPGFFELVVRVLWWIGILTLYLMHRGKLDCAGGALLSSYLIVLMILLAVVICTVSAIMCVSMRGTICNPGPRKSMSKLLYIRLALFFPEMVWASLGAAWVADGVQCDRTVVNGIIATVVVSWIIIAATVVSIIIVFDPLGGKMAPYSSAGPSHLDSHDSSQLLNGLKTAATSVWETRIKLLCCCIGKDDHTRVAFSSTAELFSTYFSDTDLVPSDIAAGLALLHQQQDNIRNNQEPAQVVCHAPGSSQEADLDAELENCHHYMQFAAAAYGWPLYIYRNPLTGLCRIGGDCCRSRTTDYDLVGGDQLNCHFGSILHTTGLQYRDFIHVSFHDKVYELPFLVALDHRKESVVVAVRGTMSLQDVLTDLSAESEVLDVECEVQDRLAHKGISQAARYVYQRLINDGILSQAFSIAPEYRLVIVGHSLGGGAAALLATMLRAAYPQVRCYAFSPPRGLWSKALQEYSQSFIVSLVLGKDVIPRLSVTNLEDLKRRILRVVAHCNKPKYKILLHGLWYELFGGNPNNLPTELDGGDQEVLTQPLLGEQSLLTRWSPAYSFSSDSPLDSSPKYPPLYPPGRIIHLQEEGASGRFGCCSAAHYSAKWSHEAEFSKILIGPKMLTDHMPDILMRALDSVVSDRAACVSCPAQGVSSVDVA
Tat transport: inhibitors of E. coli Tat protein transport; E. coli MC4100 TorA-mCherry Tat export, fluorescence; inhibition, % at 10 µM; 340,000 compounds, 0.036% hits;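 active = mean replicate inhibition at least 50% and at least half of replicates individually reaching 50%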;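 also: exported cargo escapes ClpAP degradation while cytoplasmic cargo is degraded and loses fluorescence; 0% = median of neutral control wells and 100% = median of NaSCN control wells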
AddAB inh: less growth of phage-infected E. coli with AddAB | inhibition, % at 11.9 µM | 330,000 compounds, 0.29% hits | E. coli expressing H. pylori AddAB, absorbance growth; in the data active = inhibition above about 12%;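 also: 0% = vehicle wells of infected cells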
* hit, by the source's call; . = no result given.

Second line of a record – CAL PDZ inh, Rtt109 Vps75, PvdQ inh, phage Ecoli inh, Wnt act, E coli growth, PfHsp90 set2, DAGLB inhibitor, Tat transport, AddAB inh
[1] O=C(CCc1ccccc1)Nc1nc2n(n1)C(c1ccc(Cl)cc1)CC(=O)N2 (stereo unspecified)
 : ., -5.0, -14.7, 0.9, ., 1.8, -13.1, 0.6, -13.5, 2.1
[2] COc1ccc(Cl)cc1CNCCCSc1ncccn1
 : -0.1, -0.9, -7.3, 4.0, 1.8, ., 4.4, -0.8, 4.7, .
[3] Cc1ccc(C)c(NC(=O)NNC(=O)c2ccc3ccccc3c2O)c1
 : 1.1, -8.7, 9.0, 2.7, 0.1, 5.8, 2.6, 5.1, 8.2, 8.9
[4] COc1cc(OC)c(NC(=O)c2ccc(Br)o2)cc1Cl
 : -0.5, 6.6, -3.4, 1.2, ., 2.8, -4.7, -1.9, -2.6, 2.4
[5] CC(C)NC(=O)CSc1ncccc1-c1nc2ccccc2[nH]1
 : 1.6, 0.6, -14.4, 1.0, 15.4, 0.9, -7.3, -2.8, -0.4, -0.7
[6] Cc1ccc(NC(NC(=O)c2cccs2)C(Cl)(Cl)Cl)cc1 (stereo unspecified)
 : -0.6, -8.6, 14.3, 2.9, ., 2.9, -4.5, 2.7, 14.1, 2.8
[7] COc1cccc(CSc2nccn2C)c1
 : -0.8, 10.6, 8.6, -1.8, 0.7, -0.2, 24.7, -0.8, -2.6, 2.5
[8] CCC(C)Sc1nnc(CNS(=O)(=O)c2ccc(F)cc2)n1C (stereo unspecified)
 : -1.0, -18.6, -12.0, -1.2, -0.2, 0.8, 2.1, -1.7, 1.4, 2.2
[9] Cc1cc(C2=NNC(=NC3CCCCC3)SC2)c(C)n1-c1c(C)n(C)n(-c2ccccc2)c1=O
 : -1.6, 2.1, -8.4, 2.7, -2.9, -2.9, -4.3, 5.5, 4.8, 2.6
[10] COc1cccc(N2CCN(S(=O)(=O)c3ccc4c(c3)NC(=O)CS4)CC2)c1
 : -1.2, -5.9, 0.0, -0.6, -0.4, -0.6, -24.9, 1.4, 8.0, 2.4
[11] Cc1cc(C(=O)COc2cccnc2[N+](=O)[O-])c(C)n1Cc1cccs1
 : -0.8, 10.6, -17.0, 3.5, -0.4, 4.4, -7.7, -3.1, -4.9, 1.7
[12] COc1ccccc1-c1nnc(NC(=O)c2ccc(S(=O)(=O)N(C)CC3CCCO3)cc2)o1 (stereo unspecified)
 : -2.5, 2.7, 12.3, -1.5, -0.7, -4.6, -25.0, 1.3, 1.1, -3.2
[13] CCN(CC)S(=O)(=O)c1cccc(C(=O)Nc2ccccc2C(=O)N2CCOCC2)c1
 : -0.5, -1.4, -9.6, 5.3, ., -2.8, -8.7, 0.5, -2.8, 0.3
[14] Cc1ccc(NC2=NC(c3ccc(O)cc3)n3c(nc(C)cc3=O)N2)cc1 (stereo unspecified)
 : -2.9, 5.4, -4.5, 2.9, -1.1, -1.5, ., 1.9, -4.7, 0.2
[15] COc1ccc(C(=O)N2CCN(c3ccc(NC(=O)c4cccs4)cc3)CC2)cc1
 : -1.1, -5.1, -4.6, 0.9, -0.3, 2.0, 7.6, -0.7, 8.3, 3.4
[16] COc1cccc(-n2c(N)cc(=O)nc2SCC(=O)N2CCN(c3ccccc3)CC2)c1
 : -2.3, 6.0, -14.3, 0.6, -5.3, 1.3, -64.0, -0.7, -7.5, 1.2
[17] Cc1ccc(NC(=O)c2ccco2)c(NC(=O)c2cccs2)c1
 : -2.7, ., 6.0, 1.3, ., 0.9, -4.7, -3.0, 7.9, 1.2
[18] COc1ccc(CNC(=O)C(=O)NCC(c2ccco2)N2CCOCC2)cc1 (stereo unspecified)
 : -0.9, 1.1, -10.6, -0.6, 40.4*, 0.1, 17.2, 1.4, -4.3, 0.5
[19] Cc1ccc(S(=O)(=O)CCc2nc3ccccc3[nH]2)cc1
 : 0.3, 7.5, -12.6, -1.1, 1.0, -1.0, -9.0, 0.4, -6.8, -0.1
[20] CCC(C)Sc1ccc([C@H]2N[C@@](C)(C(=O)OC)[C@H]3C(=O)N(C)C(=O)[C@@H]23)cc1OC (stereo partly specified)
 : 1.0, 5.3, -1.8, 2.9, -0.9, 0.3, -16.1, -1.9, 4.2, 2.1
[21] O=C(c1cccnc1)N1CCN(S(=O)(=O)c2ccc(S(=O)(=O)N3CCCC3)cc2)CC1
 : -1.4, 0.0, 3.6, 3.0, -4.8, 0.7, 1.5, 0.5, -1.7, -2.0
[22] CCOC(=O)CSc1nnc(COc2cccc(C)c2)o1
 : -0.2, 6.1, -0.6, 5.2, 1.3, -2.4, 6.3, ., -4.3, -0.5
[23] Cc1nn(-c2ccccc2)c(Cl)c1C(=O)OCC(=O)NCCc1ccc(S(N)(=O)=O)cc1
 : -1.5, ., -1.8, 1.8, 0.9, ., 24.7, 2.5, 6.9, .
[24] COCCNC(=O)/C(C#N)=C/c1ccc(C)o1
 : 0.1, 20.1, 0.1, 4.0, -0.7, 2.0, -28.3, ., 0.6, 5.4
[25] CCn1c(Cc2cccn2C)nnc1SCC(=O)c1ccc(C)cc1
 : -0.3, 8.6, -3.8, 1.8, ., 1.1, -4.7, -6.8, 5.5, 5.0
[26] CCN1CCN(CC(=O)Nc2ccc(Cl)c(S(=O)(=O)N(C)C)c2)CC1
 : 0.3, 5.0, -23.8, -2.8, 2.4, 0.2, -24.8, -2.2, -0.1, -0.1
[27] CSc1c(CC(=O)Nc2ccccc2C(F)(F)F)n(Cc2ccccc2)c2ccccc12
 : 0.7, -5.6, -6.8, 1.5, ., -1.0, -13.9, -1.9, -8.2, 2.5
[28] Cc1ccc(NC(=O)CNc2ccccc2CN(C)C2CCCCC2)cc1
 : -0.6, 6.6, -3.0, 4.7, -0.1, -0.6, 8.4, -7.2, -6.8, 3.3
[29] COc1ccc(NC(=O)CCc2nc(-c3ccc(C)cc3)no2)c(OC)c1
 : 0.9, -2.7, -14.5, 1.9, 0.4, 1.6, -22.5, -4.6, 1.1, 2.6
[30] CN(c1ccc(C(=O)NC2CCCC2)cc1)S(=O)(=O)c1ccccc1
 : -1.8, -4.1, -4.4, 2.1, 1.2, -0.3, -3.3, -1.5, 0.9, 4.1

Ordered by heavy-atom count (low to high): three of the compounds above
Second line of a record – CAL PDZ inh, Rtt109 Vps75, PvdQ inh, phage Ecoli inh, Wnt act, E coli growth, PfHsp90 set2, DAGLB inhibitor, Tat transport, AddAB inh
[30] CN(c1ccc(C(=O)NC2CCCC2)cc1)S(=O)(=O)c1ccccc1
 : -1.8, -4.1, -4.4, 2.1, 1.2, -0.3, -3.3, -1.5, 0.9, 4.1
[10] COc1cccc(N2CCN(S(=O)(=O)c3ccc4c(c3)NC(=O)CS4)CC2)c1
 : -1.2, -5.9, 0.0, -0.6, -0.4, -0.6, -24.9, 1.4, 8.0, 2.4
[16] COc1cccc(-n2c(N)cc(=O)nc2SCC(=O)N2CCN(c3ccccc3)CC2)c1
 : -2.3, 6.0, -14.3, 0.6, -5.3, 1.3, -64.0, -0.7, -7.5, 1.2

Continuation.
Second line of a record – CAL PDZ inh, Rtt109 Vps75, PvdQ inh, phage Ecoli inh, Wnt act, E coli growth, PfHsp90 set2, DAGLB inhibitor, Tat transport, AddAB inh
[31] COC(=O)Cn1c(O)c(N=NC(=O)c2ccc3c(c2)OCO3)c2ccccc21
 : -0.5, 27.8, 13.5, 2.9, 1.5, 0.2, 11.0, 0.8, -4.4, 5.7
[32] S=c1sc(SCCOc2ccccc2)nn1-c1ccccc1
 : -2.6, -2.4, -8.2, 1.3, ., -0.9, -31.1, -14.6, 2.2, -0.7
[33] O=C(NC1=NCCS1)NC12CC3CC(CC(C3)C1)C2
 : -2.6, 0.7, -9.6, -0.1, ., 0.6, 2.2, 0.6, 4.6, 2.0
[34] COC(=O)CSC1=C(C#N)C(=O)NC2(CCCCC2)S1
 : -1.4, 29.7, 16.5, 1.6, -0.2, -0.8, 10.3, -2.2, -0.6, 5.1
[35] CCc1ccccc1NC(=O)CSC1=C(C#N)C(c2ccc3c(c2)OCO3)C2=C(CCCC2=O)N1 (stereo unspecified)
 : -1.3, -1.1, 5.2, 2.2, -5.2, 1.4, 16.4, 1.9, -3.8, 1.9
[36] CCOC(=O)C1(C)Oc2ccccc2C(C(=O)OC)=C1C(=O)OC (stereo unspecified)
 : -0.6, -6.1, -17.3, -0.8, -0.9, 1.4, -6.1, -0.6, 6.0, 1.7
[37] CC(C)CCNC(=O)COc1ccc2c(c1)C(=O)CC(C)(C)O2
 : -1.4, -113.3, 5.8, 1.8, 10.6, -1.8, ., -5.0, -0.6, 0.6
[38] COC(=O)c1c(NC(=O)/C=C/C(=O)O)sc(Cc2ccccc2)c1C
 : -1.1, -1.3, -1.8, ., ., -0.2, ., 11.8, 11.8, 2.8
[39] NS(=O)(=O)c1ccc(CNC(=O)c2cc(-c3cccnc3)nc3ccccc23)cc1
 : -3.2, -1.7, -8.2, 1.8, -1.9, 2.3, -16.3, 1.7, -7.8, 4.3
[40] COc1ccc(NC(=S)Nc2ccc3snnc3c2)cc1
 : -0.5, 8.5, -6.9, 2.6, 3.7, -2.2, 109.4*, -1.6, 4.4, -1.4
[41] COCCCNC(=S)N1CCC(NC(=O)Nc2ccc(C)cc2)CC1
 : -2.2, 12.2, 5.2, 6.2, -0.1, 0.2, 17.5, -1.9, -2.9, 2.8
[42] CCOc1ccc(CCNC(=O)C2=C(C)C(=O)OC23CCC(C)CC3)cc1 (stereo unspecified)
 : -0.1, -1.2, -13.9, 2.3, 1.3, -5.5, -19.2, -2.3, -1.0, 1.2
[43] C=CCn1c(N)c(C(=O)NCc2cccnc2)sc1=S
 : -3.1, 12.7, -5.0, 1.6, ., 0.8, ., 2.6, 0.4, 2.1
[44] O=C1CC2(CCN(C(=O)c3cccc(Br)c3)CC2)Oc2ccccc21
 : -1.2, 0.5, 6.3, 3.4, -1.9, -2.0, 12.2, -1.5, 1.4, 0.2
[45] Cn1nc(C(F)(F)F)c(/C=N/OC(=O)c2ccccc2Cl)c1SCc1ccc(Cl)cc1
 : 0.2, -2.3, -1.5, 3.0, ., 0.3, 14.0, -5.3, -2.5, 0.8
[46] CC(=O)c1cccc(NS(=O)(=O)c2cc3c(cc2C)N(C(C)=O)CCO3)c1
 : -1.6, -1.7, -9.0, 0.3, 0.1, 0.7, -13.4, 2.8, -9.8, 1.2
[47] O=C(CCc1nc(-c2ccccc2)no1)NCC1CCCO1 (stereo unspecified)
 : -0.9, 1.3, -5.4, 1.7, ., -0.7, ., -1.4, -14.0, 5.5
[48] CCOc1ccccc1NC(=O)C(NC(=O)C1CCC(C)CC1)C(C)C (stereo unspecified)
 : -2.9, -8.2, -3.1, 3.9, -3.4, -2.1, 3.2, -2.2, -1.0, -0.2
[49] CCCC(/C=C/c1ccc(OC(C)=O)cc1)=C1/c2ccccc2C(=O)N1c1ccccc1
 : 0.1, -4.1, -36.5, 3.6, 2.9, 2.7, 7.6, -3.1, 7.9, 2.1

Screening data: PubChem, several laboratories
